Gli-Sufu block – Gli-Sufu pathway antagonists, primary screen, luciferase luminescence, Sufu-KO-LIGHT cells, uHTS; Sufu-KO-LIGHT fibroblasts, Gli luciferase reporter luminescence; inhibition, % at 5 µM; hit rate 0.74% among 340,000;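 active = inhibition above about 55%, limit read from the data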;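 note: 0% = DMSO-treated cells and 100% = wells with medium but no cells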
CCR6 antag – CCR6 receptor antagonists, primary screen, cell-based, CHO-K1, luminescence, beta-arrestin, uHTS; C-C chemokine receptor type 6 (Homo sapiens), P51684; CHO-K1 CCR6 PathHunter beta-arrestin, CCL20-stimulated; inhibition, % at 20 µM; hit rate 0.49% among 340,000;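 active = compounds whose inhibition of the agonist-driven luminescence signal at 20 µM reaches about 50%, limit read from the data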;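 note: cells stimulated with CCL20 at 14 nM final; plate controls were DMSO with CCL20 for no effect and DMSO without agonist for full effect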
UBC13 polyUb – UBC13 polyubiquitin chain formation inhibitors, primary screen, biochemical, TR-FRET, uHTS. Ubiquitin-conjugating enzyme E2 N (Homo sapiens), P61088. inhibition, % at 20 µM. hit rate 0.47% among 330,000. AID 485273, 2010; in the data active = inhibition above about 45%, passing the limit was not always enough
Target sequence (P61088 whole entry, looked up): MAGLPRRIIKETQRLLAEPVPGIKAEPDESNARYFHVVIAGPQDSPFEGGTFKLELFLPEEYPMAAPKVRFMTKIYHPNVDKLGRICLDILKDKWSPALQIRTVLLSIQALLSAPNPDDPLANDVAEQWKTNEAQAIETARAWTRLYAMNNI
EBI2 block – EBI2 receptor antagonists, beta-arrestin recruitment, primary screen, cell-based, luminescence, 7a,25-OHC stimulation, uHTS; G-protein coupled receptor 183 (Homo sapiens), P32249; 7a,25-OHC stimulated; inhibition, % at 5 µM; hit rate 0.81% among 360,000; AID 651636, 2012; in the data active = inhibition above about 38%;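 note: enzyme fragment complementation signal reports receptor beta-arrestin coupling in cells; 0% = agonist plus DMSO wells and 100% = wells without agonist; some results beyond the cut were filed as inactive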
Target sequence (P32249 whole entry, looked up, the tested form may be a part): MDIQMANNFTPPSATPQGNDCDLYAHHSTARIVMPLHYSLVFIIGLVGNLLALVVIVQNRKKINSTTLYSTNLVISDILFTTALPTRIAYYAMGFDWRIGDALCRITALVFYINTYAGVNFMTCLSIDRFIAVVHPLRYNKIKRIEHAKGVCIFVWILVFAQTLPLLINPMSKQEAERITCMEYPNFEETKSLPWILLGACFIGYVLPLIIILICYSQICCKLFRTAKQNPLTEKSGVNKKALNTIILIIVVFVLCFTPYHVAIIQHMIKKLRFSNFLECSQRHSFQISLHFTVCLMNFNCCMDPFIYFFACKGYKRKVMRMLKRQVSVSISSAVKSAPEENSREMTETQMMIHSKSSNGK
697 NFkB inh – inhibitors of PMA/ionomycin-induced NF-kB reporter, 697 cells, primary screen, B-cell NF-kB inhibitor project, cell-based, luminescence, uHTS. AID 435022, 2010. inhibition, % at 4 µM. 697 B-cell NF-kB luciferase reporter, 16 h. hit rate 0.33% among 330,000; in the data active = inhibition above about 35%
SENP8 inh – SENP8 protease inhibitors, primary screen, biochemical, luminescence | Sentrin-specific protease 8 (Homo sapiens), Q96LD8 | purified SENP8, Z-RLRGG-aminoluciferin cleavage | inhibition, % at 10 µM | hit rate 1.2% among 330,000
Target sequence (Q96LD8 whole entry, looked up): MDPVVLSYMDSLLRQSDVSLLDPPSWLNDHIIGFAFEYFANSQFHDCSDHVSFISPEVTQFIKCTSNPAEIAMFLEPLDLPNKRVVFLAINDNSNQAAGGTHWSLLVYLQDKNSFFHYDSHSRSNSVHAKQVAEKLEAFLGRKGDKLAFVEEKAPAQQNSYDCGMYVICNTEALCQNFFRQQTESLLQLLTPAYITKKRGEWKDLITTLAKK
Jurkat NFkB inh – inhibitors of induced NF-kB luciferase reporter, primary screen, TCR NF-kB activation inhibitor project, cell-based, luminescence, uHTS; Jurkat, PMA/ionomycin-induced NF-kB luciferase reporter; inhibition, % at 4 µM; hit rate 0.53% among 330,000; AID 435003, 2010
Apaf-1 inh – inhibitors of human Apaf-1 apoptosome, primary screen, biochemical, DEVD-Rh110 fluorescence, uHTS; reconstituted apoptosome caspase-3 activity; inhibition, % at 20 µM; Apoptotic protease-activating factor 1 (Homo sapiens), O14727; AID 489030, 2010; hit rate 0.71% among 330,000; active = inhibition of at least 40% at 20 µM;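 note: plate controls were DMSO wells for no effect and DEVD-CHO caspase inhibitor wells for full effect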
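Material: cell-free apoptosome with Apaf-1, procaspase-3 and caspase-9; Buffer or medium: Hepes pH 7.5 with detergent and BSA; Reagent: cytochrome c trigger plus (Z-DEVD)2-Rh110 caspase-3 substrate; Times: compound with Apaf-1, dATP, procaspase-3 30 min, then 50 min reaction, room temperature; Technique: Rh110 fluorescence intensity.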
Active calls of the source: *; . = no result given. Cut-off read from the data, not from the text of the source, unless noted: active = inhibition above about 50%; inactive = the rest.

SMILES | Gli-Sufu block | CCR6 antag | UBC13 polyUb | EBI2 block | 697 NFkB inh | SENP8 inh | Jurkat NFkB inh | Apaf-1 inh
Cc1cccc(NC(=O)C2CCCN2S(=O)(=O)c2ccc3c(c2)n(C)c(=O)c(=O)n3C)c1 (centres undefined) | -4 | -11 | 0 | 2 | -2 | 3 | 10 | -2
CC(C)c1cc(-c2cc(C(=O)Nc3ccccc3)on2)nc(NC2CCCC2)n1 | -10 | 6 | 10 | 26 | -6 | 2 | -15 | 23
CCN1CCN(S(=O)(=O)c2ccc(Cl)c(C(=O)N(C)C(c3ccccc3)c3ccccc3)c2)CC1 | 28 | 18 | 6 | -2 | -37 | 12 | -28 | 25
COC(=O)[C@H](CCSC)NC(=O)NC1CC1 | 2 | -3 | 4 | 4 | 12 | -2 | -4 | -1
CCn1nc(C(=O)NCc2ccco2)c(Cl)c1Cl | -1 | 1 | 3 | -6 | 13 | -5 | 21 | 11
O=C(CNC(=O)c1ccc(Cl)cc1Cl)OCc1nnc(-c2ccccc2Br)o1 | -8 | 11 | -5 | -1 | 2 | -9 | -1 | 7
COc1ccc(/C(N)=N/OC(=O)c2cccc([N+](=O)[O-])c2)cc1OC | -61 | -3 | -5 | 5 | -47 | -14 | -60 | 8
O=[N+]([O-])/C=C\c1ccc(N2CCOCC2)cc1 | -21 | 47 | -30 | 19 | -15 | 1 | -6 | 7
Cc1cc(C)n2nc(SCc3c(F)cccc3Cl)nc2n1 | -8 | 16 | 4 | -13 | -11 | -2 | 8 | 8
COc1cccc(CN(C)Cc2nc(Cc3ccccc3Cl)no2)c1 | -8 | 15 | 4 | -14 | 4 | 1 | 9 | 11
O=C(/C=C/NNC(=O)c1ccccc1)c1ccc([N+](=O)[O-])cc1 | 73* | 29 | -62 | 10 | 2 | -8 | 7 | 10
CCOc1ccc(CCNC(=O)COC(=O)CSc2ccccc2C)cc1OCC | -2 | 9 | 0 | -2 | 3 | 4 | 0 | 22
Cc1ccc(S(=O)(=O)N2CC=C(C(=O)NC3CCCC3)CC2)cc1 | -14 | 20 | 6 | -5 | 13 | 16 | 15 | 5
CCN1CCN(S(=O)(=O)c2ccc(Cl)c(C(=O)N(C)Cc3cccc(OC)c3)c2)CC1 | 10 | 7 | -6 | 11 | -2 | -4 | -6 | 11
CC(C)C(=O)Nc1ccc(N2CCOCC2)c(S(=O)(=O)Nc2ccccc2Cl)c1 | -17 | 7 | 4 | 10 | 4 | 4 | 3 | -1
Clc1ccc(N2CCN(Cc3ccco3)CC2)cc1 | -21 | 14 | 2 | 7 | -1 | 1 | -9 | -8
NNc1ccc(S(=O)(=O)N2CCCCC2)cn1 | -22 | 16 | -1 | -1 | -18 | -4 | -9 | 4
O=C(Nc1cc(Cl)ccc1Cl)C1Cc2ccccc2O/C1=N\O (centres undefined) | 2 | 10 | 2 | 0 | 0 | -5 | 5 | -2
CS(=O)(=O)N(CC(=O)O)c1ccc(Oc2ccccc2)cc1 | 2 | -18 | 7 | -7 | 10 | 3 | 3 | -13
O=C(/C=C/c1ccco1)N1CCN(S(=O)(=O)c2cccs2)CC1 | 0 | 6 | -3 | 6 | 16 | 2 | 9 | -15
COc1ccc(NC(=S)N2CCC(c3nc4ccccc4[nH]3)CC2)c(OC)c1 | 3 | 0 | 1 | -11 | 7 | 7 | 11 | -7
CCN(C(=O)CSc1nccc(=O)[nH]1)C1CCCCC1 | -3 | 8 | -4 | -5 | -10 | 5 | 2 | 3
Cc1cccc(N2CCN(S(=O)(=O)c3ccc4c(c3)NC(=O)CS4)CC2)c1C | -14 | 12 | -6 | 6 | -32 | 6 | 7 | 31
Cc1cccc(-c2nnc(SCc3ccc(C#N)cc3)n2Cc2ccco2)c1 | 12 | 15 | 11 | 13 | 19 | -10 | 12 | 12
O=C(O)c1cnc2[nH]c3ccccc3n2c1=O | -3 | 1 | 4 | -1 | 3 | -1 | 3 | 2
COc1ccc(Cl)cc1NC(=O)CCN1CCN(C)CC1 | 2 | 7 | 13 | -2 | 15 | 18 | -8 | -5
O=S1(=O)CCC(=Nc2ccc(Cl)cc2)c2ccsc21 | -4 | -9 | 0 | 3 | 3 | -2 | 15 | 0
CC1CC(C)CN(C(=O)COC(=O)C2CCN(S(=O)(=O)c3c(Cl)cccc3Cl)CC2)C1 (centres undefined) | -14 | 19 | -18 | 12 | -26 | -4 | -15 | 15
COCCCNC(=O)c1ccc(Cn2c(=O)[nH]c3ccccc3c2=O)cc1 | 7 | 3 | 4 | 5 | 4 | 1 | -1 | 2
O=C1NN(c2ccccc2)C(=O)C2C1C1C=CC2C12CC2 (centres undefined) | -8 | 17 | 9 | 6 | 11 | -3 | 3 | -11
CCS(=O)(=O)N1Cc2ccccc2CC1C(=O)OCC(=O)N(C(C)C)C(C)C (centres undefined) | 1 | -1 | -1 | -6 | -3 | 5 | -7 | 3
CC(C)c1ccc(NC(=O)CCNS(=O)(=O)c2cc(Br)cnc2N)cc1 | 4 | 45 | 7 | 7 | -29 | 8 | 1 | 20
CC(C)OC(=O)c1nnc(Cc2ccc(Cl)cc2)o1 | 4 | -1 | 0 | -5 | 0 | 6 | 7 | -9
Cc1ccc(C(=O)N2NC(c3ccc(F)cc3)C3C(=O)N(c4ccc(C)c(C)c4)C(=O)C32)cc1 (centres undefined) | -5 | -3 | 1 | -2 | 11 | -4 | 5 | 12
O=S1(=O)CCC(NC(=S)Nc2ccc3ccccc3c2)C1 (centres undefined) | -3 | -1 | 6 | -6 | -11 | 6 | -13 | -3
Oc1c(C(c2cccs2)N2CCN(c3ccccc3)CC2)ccc2cccnc12 (centres undefined) | . | . | 0 | . | -38 | -2 | -10 | 6
CCCCn1c(N)c(N(CCOC)C(=O)c2cccc(S(=O)(=O)N3CCCCC3)c2)c(=O)[nH]c1=O | -8 | -10 | 2 | -2 | 20 | 4 | 8 | 1
O=S(=O)(NCc1ccccc1)c1cnc[nH]1 | -1 | -3 | 2 | -6 | 15 | -2 | -2 | -5
CC(C)CN(CC(C)C)S(=O)(=O)N1CCC(C(=O)N2CCc3ccccc3C2)CC1 | 3 | -2 | -3 | -5 | -6 | 1 | 2 | -14
CC1=CC(C)(C)N(C(=O)CN2C(=O)c3ccccc3C2=O)c2ccc(C)cc21 | 9 | 20 | 3 | 22 | -8 | -3 | -2 | 5
COc1ccc([N+](=O)[O-])cc1NC(=O)c1ccccc1SC | -12 | 20 | -8 | 6 | 25 | 8 | 9 | -5
O=c1cc(-c2ccccc2Cl)oc2cccc(O)c12 | -32 | 6 | 18 | 5 | 3 | 4 | -19 | 3
CCOC(=O)c1c(NC(=O)CC2Sc3ccc(C(F)(F)F)cc3NC2=O)sc(C)c1C (centres undefined) | 4 | 5 | -2 | -9 | -3 | -5 | 10 | 0
COc1ccc(CN=C2NN=C(c3cccc(OC)c3)CS2)cc1 | -11 | -1 | -2 | 3 | -12 | -8 | -33 | 3
COc1ccc(Oc2cc(C)c3ccccc3n2)cc1 | 0 | 22 | 3 | 1 | -24 | -4 | -21 | 9
CCCS(=O)(=O)NCCc1cc2c(C)ccc(C)c2[nH]c1=O | 5 | 7 | 5 | -2 | 7 | 5 | 5 | 3
Cn1nc(-c2ccccc2)cc1NC(=O)Nc1ccc(F)cc1 | 35 | 1 | -5 | 5 | -1 | -11 | -8 | -7
CCOc1ccc(Cc2c(Cl)nc(SC)nc2OC)cc1 | -4 | 18 | -13 | -12 | -13 | -4 | -13 | 13
O=C(/C=C/c1ccccc1[N+](=O)[O-])N1CCOCC1 | 29 | 6 | -11 | 0 | -33 | -8 | -17 | 2
COc1ccc(CNC(=O)COC(=O)CCc2nc3ccccc3c(=O)[nH]2)cc1 | 35 | 3 | -3 | 9 | 18 | 7 | -2 | -23
CCOC(=O)C1=C(C)OC2(O)c3ccccc3C(=O)C12O (centres undefined) | 43 | 10 | -37 | 2 | 14 | 64* | 15 | 88*
CCCc1nnc(N2C(=O)c3cccc4cccc(c34)C2=O)s1 | . | 21 | -3 | 4 | 10 | -4 | 4 | 4
CCOc1ccccc1NS(=O)(=O)N(C)C | 7 | -6 | -4 | -4 | -13 | 0 | 4 | 8
O=C(CCC(NC(=O)OCc1ccccc1)C(=O)OCc1ccccc1)NCC(=O)OCc1ccccc1 (centres undefined) | -1 | -24 | 1 | -5 | 14 | 6 | 9 | 20
C/C(=N/OC(=O)c1cccc(C(F)(F)F)c1)c1cnccn1 | 1 | 8 | -11 | -10 | 0 | -13 | 2 | 4
CCOc1ccc(S(=O)(=O)Nc2ccc(S(=O)(=O)N3CCOCC3)cc2)cc1 | 9 | -4 | 3 | -4 | 20 | 2 | 3 | 15
Cn1ncc(Oc2ccc([N+](=O)[O-])cc2)c(Cl)c1=O | -19 | 0 | -1 | -8 | -6 | -7 | 18 | 4
COc1ccc(C(=O)NC2CC3CCCC(C2)N3CC(C)C)cc1 (centres undefined) | 20 | 17 | 5 | 6 | -3 | 2 | 16 | -4
CCOC(=O)N1CCC(NC(=O)c2cc(S(=O)(=O)N(CC)CC)ccc2F)CC1 | . | 1 | 2 | 0 | -3 | -6 | -3 | 2
CCOc1ccccc1NC(=O)Cn1nnc(C(=O)NCc2ccco2)c1N | 26 | 16 | 13 | -13 | 13 | -5 | 69* | -7

6 of the compounds above, as tab-separated lines:
mol	Gli-Sufu block	CCR6 antag	UBC13 polyUb	EBI2 block	697 NFkB inh	SENP8 inh	Jurkat NFkB inh	Apaf-1 inh
Cc1cccc(N2CCN(S(=O)(=O)c3ccc4c(c3)NC(=O)CS4)CC2)c1C	-14	12	-6	6	-32	6	7	31
Cc1cccc(-c2nnc(SCc3ccc(C#N)cc3)n2Cc2ccco2)c1	12	15	11	13	19	-10	12	12
O=C(O)c1cnc2[nH]c3ccccc3n2c1=O	-3	1	4	-1	3	-1	3	2
COc1ccc(Cl)cc1NC(=O)CCN1CCN(C)CC1	2	7	13	-2	15	18	-8	-5
O=S1(=O)CCC(=Nc2ccc(Cl)cc2)c2ccsc21	-4	-9	0	3	3	-2	15	0
CC1CC(C)CN(C(=O)COC(=O)C2CCN(S(=O)(=O)c3c(Cl)cccc3Cl)CC2)C1 (centres undefined)	-14	19	-18	12	-26	-4	-15	15

Next part:
SMILES | Gli-Sufu block | CCR6 antag | UBC13 polyUb | EBI2 block | 697 NFkB inh | SENP8 inh | Jurkat NFkB inh | Apaf-1 inh
Cc1ccc(N2C(=O)CC(NNC(=O)c3cccc(S(=O)(=O)N4CCCC4)c3)C2=O)cc1 (centres undefined) | -1 | -8 | 8 | -6 | 1 | 5 | 1 | -8
O=C(O)/C(=C\c1ccco1)NC(=O)c1ccco1 | 1 | 9 | -2 | -5 | 8 | 2 | -3 | -3
CCCCCCCC(=O)N/N=C(\C)c1cccnc1 | -1 | 10 | -3 | 40 | -4 | -2 | -11 | 5
CCOc1cc(/C=N/NC(=O)c2ccc(CN3CCOCC3)cc2)ccc1OCc1ccccc1 | -3 | -4 | 15 | 55* | -12 | 5 | -4 | 0
O=C(NCC1CCCN(Cc2cccc(OCCO)c2)C1)c1ccc(F)cc1 (centres undefined) | 7 | 7 | 1 | -1 | 14 | 8 | -5 | -8
CCOC(=O)c1nnn(-c2nonc2N)c1-c1cccs1 | -1 | -19 | 3 | -18 | -5 | -10 | 0 | 2

The list is partial; count on the stated rates, not on these rows.
